High-throughput results deposited in PubChem BioAssay by several laboratories.
PMI inhibitors: inhibitors of human PMI, primary screen, biochemical, fluorescence intensity, coupled assay (AID 1209); Mannose-6-phosphate isomerase (Homo sapiens); one-dose inhibition, % at 20 µM; IC50 in µM for titrated hits; actives 0.42% (n = 190,000); purified PMI enzyme, coupled fluorescence intensity; higher % means a stronger effect;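 note: plate controls were DMSO vehicle for no effect and wells lacking substrate for full effect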
Autophagy mod: autophagy modulators in MEF cells, primary screen, imaging, high-content, MEF GFP-LC3. MEF GFP-LC3 puncta imaging; test concentration mostly 10 µM. calls only at 10 µM (by protocol). actives 0.98% (n = 190,000). AID 463193, 2010;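 active = percentage of spot-positive cells more than 3 SD above its plate mean, without a fluorescence outlier flag or 80% toxicity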;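 note: spot-positive cell cutoff set from DMSO-treated cells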
T cell HTS: modulators of CD8 T cell-vesicle binding, primary screen, mouse 2C CD8+ T cells, flow cytometry; 2C CD8+ T cell-vesicle binding; active compounds read low; calls only at 7 µM; actives 0.068% (n = 330,000);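 active = response, share of CD8 T cells binding vesicles, and their 90th percentile fluorescence all below set limits, cut at about 80% in these data, passing the limit was not always enough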
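incubation = binding step 1.5 h, 37 °C, antibody labelling 20 min, ice | test system = 2C mouse CD8+ T cells | read-out basis = percent CD8+ FL2 mean versus row control | controls = Peptide-free naked vesicles (low) and QL9 vesicles with 0.7% DMSO vehicle (high) | detection = flow cytometry of vesicle-bound cells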
MT stabilize HCS: microtubule stabilizers in HeLa cells, primary screen, imaging, high-content imaging; HeLa tubulin immunostaining HCS, 24 h; share of cells brighter than vehicle mean+2SD; % tubulin-high responders, % at 10 µM; actives 0.83% (n = 200,000); AID 2205, 2009;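 active = plate Z-score above 3 for both tubulin-high and condensed-nucleus cell shares, with cell loss under 80%, at 10 µM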;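 note: anti alpha tubulin signal scored within the nucleus-defined area of each cell; some results filed as inactive read as strong as hits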
Ins promoter up: insulin promoter activators in MIN6 cells, imaging, high-content screening, mouse beta cells; MIN6 insulin promoter-GFP reporter; active compounds read high; z-score at 5 µM; actives 0.3% (n = 190,000); AID 1625, 2009;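 active = z-score above 3 at 5 µM with at least 500 cells counted in the well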
PMI inhibition: human PMI inhibitors, high substrate, primary screen, biochemical, fluorescence intensity, high mannose 6-phosphate (AID 1220). actives 0.66% (n = 190,000). inhibition, % at 20 µM; hits with a dose series show IC50 in µM. Mannose-6-phosphate isomerase (Homo sapiens). recombinant PMI enzyme, coupled fluorescence intensity; higher % means a stronger effect
bCat nuc transl: modulators of beta-catenin nuclear translocation, primary screen, imaging, HeLa cells, immunofluorescence, high-content; nuclear translocation activity, % at 5 µM; actives 0.3% (n = 190,000); AID 1665, 2009;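 active = nuclear translocation activity above 50% at 5 µM, with a well cell count of 50 or more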;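 note: per-cell ratio of nuclear to cytoplasmic median beta-catenin stain intensity; plate controls were DMSO negative control for no effect and GSK-3 inhibitor IX positive control for full effect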
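assay system = human HeLa cells, endogenous beta-catenin | times = compound treatment 24 h, 37°C, 5% CO2 | detection = Anti-beta-catenin immunofluorescence on PFA-fixed, Triton-permeabilized cells, DAPI nuclei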
TNAP activators: human TNAP enzyme activators, primary screen, biochemical, luminescent, no phosphate acceptor, uHTS (AID 1001); Alkaline phosphatase, tissue-nonspecific isozyme (Homo sapiens); activation fold at 20 µM, or EC50 in µM where a hit was titrated; actives 0.03% (n = 200,000); purified TNAP, luminescent activation assay, no phosphate acceptor; higher activation fold means a stronger effect; in the data active = activation fold from about 3, or a potency from the dose series; inactive = the rest, 99 in 100 with activation fold below about 1.6; note: many of its hits are not listed in these tables
Hep lipid drop: inhibitors of hepatocyte lipid droplet formation, primary screen, imaging, high-throughput imaging, BODIPY stain; AML12 mouse hepatocytes, oleate lipid droplets; inhibition, % at 6.5 µM; actives 0.4% (n = 240,000); AID 1656, 2009;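 active = lipid droplet intensity inhibited by at least 50%, with more than 500 cells counted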
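Assay system: AML12 hepatocytes (mouse) / Also added: 100 µM oleic acid challenge / Times: overnight treatment with compound plus oleate / Detection: high-content imaging of BODIPY-stained droplets and DAPI nuclei / Evaluation: % inhibition of lipid droplet signal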
Ins promoter up cell count: recorded beside Ins promoter up, whose call it bears; cell count; measured here: cytotoxicity, nuclei count;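 total cells summed across four imaged fields per well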
Hep lipid drop cells 6.5 µM: further read-out of Hep lipid drop, marked with its call; cell count; measured here: cell count, cytotoxicity flag;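 cells counted across two imaged fields per well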
bCat nuc transl cell count 5 µM: also measured in bCat nuc transl; calls as there; cell count; measured here: cell count, cytotoxicity flag
T cell HTS vesicle-bound %: recorded beside T cell HTS, whose call it bears; double positive events, %; measured here: CD8+ vesicle-bound cell fraction;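 binding gate set so that unloaded-vesicle control wells show 10% double positive cells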
MT stabilize HCS Hoechst-high %: also measured in MT stabilize HCS; calls as there; % Hoechst-high responders; measured here: nuclear condensation Hoechst responders;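 share of cells brighter than vehicle mean plus two SD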
MT stabilize HCS cytotoxicity %: second read-out of MT stabilize HCS, no call of its own (marks repeat the call); toxicity, %; measured here: cytotoxicity by cell density;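 0% = mean cell density of plate MIN control wells and 100% = no cells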
Autophagy mod cell loss 18 h: second read-out of Autophagy mod, no call of its own (marks repeat the call); toxicity, %; measured here: cell loss, nuclei count;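 cell loss after 18 h compound exposure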
Numbers without * were called inactive; i = inactive; nt = no result given. Cut-off read from the data, not from the text of the source, unless noted: active = inhibition above about 50%; inactive = the rest.

SMILES	PMI inhibitors	Autophagy mod	Autophagy mod cell loss 18 h	T cell HTS	T cell HTS vesicle-bound %	MT stabilize HCS	MT stabilize HCS Hoechst-high %	MT stabilize HCS cytotoxicity %	Ins promoter up	Ins promoter up cell count	PMI inhibition	bCat nuc transl	bCat nuc transl cell count 5 µM	TNAP activators	Hep lipid drop	Hep lipid drop cells 6.5 µM
CCn1nc(NC(=O)c2ccco2)c2cc3cc(C)ccc3nc21	nt	nt	nt	i	26	nt	nt	nt	-0.56	1361	nt	-2.4	1221	nt	8	743
COc1cc(OC)c(C2=NOC(C(=O)NCCc3ccccc3)C2)cc1Cl (stereo not given)	-1%	i	-10	i	35	1.7	2.5	6.7	-0.39	919	-1%	-1.5	1142	1.1	-4	775
O=C1CCC(/C=C/c2ccccc2)=NN1Cc1ccc(Cl)c(Cl)c1	13%	i	-1	i	41	1.1	2.6	13	-0.14	908	14%	-4.4	1182	1	-2	772
Cc1cnc([N+](=O)[O-])n1CCOC(=O)NC(=O)c1ccc(C(F)(F)F)cc1	5%	i	-3	i	37	2.9	2.0	4.5	0.45	1194	2%	0.1	1046	1.1	-1	693
Cc1ccc2nc(C)c(C(=O)N/N=C/c3ccc(C(=O)O)cc3)cc2c1	14%	i	-1	i	33	1.6	1.4	4.1	nt	nt	12%	-2.2	1028	1.1	-4	696
CCn1cc(C(=O)OCC(=O)c2cc(C)n(-c3ccc(OC(F)F)cc3)c2C)c(=O)c2ccc(C)nc21	12%	i	-6	i	43	2.9	2.5	6.8	nt	nt	2%	-2.4	963	1.1	7	577
C=CCN(C(=O)CNC(=O)c1ccco1)C(C(=O)NC1CCCCC1)c1ccccc1F (stereo not given)	4%	i	-3	i	38	5.2	4.3	9.3	-0.07	1193	-4%	-2.4	1116	1.1	-1	678
CCOc1cc(C2Nc3ccccc3C(=O)N2c2ccccc2)c(Br)cc1OCC(=O)O (stereo not given)	-19%	i	0	i	10	2.3	2.6	5.2	-0.15	1311	-17%	nt	nt	1.1	-17	737
CS(=O)(=O)c1ccccc1-c1nnc(-c2ccc(Cl)cc2)o1	5%	i	31	i	60	1.6	2.6	2.7	-0.1	1233	11%	-3.3	1087	1.1	13	700
Cc1nc(N2CCOCC2)sc1C=O	-3%	i	29	i	55	2.1	0.6	5.8	-0.07	1453	-4%	-1.8	1044	1	4	750
COc1ccc(/C=N/OCC(=O)N(Cc2ccccc2)c2ccccc2C(=O)O)cc1	13%	i	-4	i	56	3.1	3.0	2.4	0.92	1384	0%	-1.4	898	1.2	-7	668
COCc1cc(C)nc(N2CCN(Cc3ccccc3)CC2)c1C#N	15%	i	-3	i	53	1.8	1.6	8.0	1.1	920	12%	nt	nt	1.1	25	862

Continued; the last three above are carried over.
SMILES	PMI inhibitors	Autophagy mod	Autophagy mod cell loss 18 h	T cell HTS	T cell HTS vesicle-bound %	MT stabilize HCS	MT stabilize HCS Hoechst-high %	MT stabilize HCS cytotoxicity %	Ins promoter up	Ins promoter up cell count	PMI inhibition	bCat nuc transl	bCat nuc transl cell count 5 µM	TNAP activators	Hep lipid drop	Hep lipid drop cells 6.5 µM
Cc1nc(N2CCOCC2)sc1C=O	-3%	i	29	i	55	2.1	0.6	5.8	-0.07	1453	-4%	-1.8	1044	1	4	750
COc1ccc(/C=N/OCC(=O)N(Cc2ccccc2)c2ccccc2C(=O)O)cc1	13%	i	-4	i	56	3.1	3.0	2.4	0.92	1384	0%	-1.4	898	1.2	-7	668
COCc1cc(C)nc(N2CCN(Cc3ccccc3)CC2)c1C#N	15%	i	-3	i	53	1.8	1.6	8.0	1.1	920	12%	nt	nt	1.1	25	862
Cc1nn(CCC#N)c(N)c1C1(O)C(=O)Nc2c(Cl)cc(Cl)cc21 (stereo not given)	nt	nt	nt	i	20	nt	nt	nt	-0.16	1403	nt	1.3	978	nt	7	739
COCCN(C(=O)C(=O)NC1CCCC1)C(C(=O)NC1CCCC1)c1ccccc1F (stereo not given)	5%	i	57	i	37	3.1	1.3	5.5	0.07	1421	2%	0.2	1093	1.1	7	724
CCOC(=O)c1cc(NC(=O)c2ccco2)ccc1N1CCOCC1	5%	i	-5	i	52	1.6	2.0	3.6	-0.36	1426	-3%	-0.4	1087	1.1	-2	746
CCc1ccc(-n2c(SCC(=O)Nc3cc(C)[nH]n3)nc3[nH]ncc3c2=O)cc1	-2%	i	-11	i	17	1.6	1.0	4.9	0.63	1346	0%	-1.0	842	1.8	nt	nt
CC1(C)CCCC(C)(C)N1CC(O)COCCOc1ccc(Br)cc1 (stereo not given)	9%	i	-9	i	31	2.6	3.7	8.5	0.03	1396	4%	-1.8	1140	1.1	-20	694
CC(=O)Nc1ccc(NC(=O)CSc2ccc(-c3ccco3)nn2)cc1	16%	i	-7	i	30	1.3	1.0	1.5	0.19	1483	29%	-3.6	1057	1.1	18	660
COc1ccccc1-n1cn[nH]c1=S	nt	nt	nt	i	20	nt	nt	nt	0.25	871	nt	1.0	1336	nt	-8	615
O=C(Nc1ccccn1)c1ccc([N+](=O)[O-])cc1Cl	-2%	i	4	i	23	2.0	1.6	6.4	-0.25	1419	2%	-0.4	1096	1.1	1	563
Cc1ccc(S(=O)(=O)C(C)C(=O)NCCS(=O)(=O)c2ccc(Cl)cc2)cc1 (stereo not given)	-14%	i	-1	i	59	6.0	1.5	10	-0.44	1304	-7%	0.7	1087	1.1	0	708
CCc1ccc(CCC(=O)Nc2nccs2)o1	-2%	i	11	i	21	1.4	1.1	1.8	nt	nt	-1%	1.9	1001	1.1	-6	789
COCCCNC(=O)Cn1cc(C(C)=O)c2ccccc21	11%	i	1	i	27	2.9	1.7	2.1	0.18	1764	11%	0.1	1016	1.1	0	618
CCOc1ccccc1NC(=O)CSc1nnnn1-c1ccccc1	4%	i	-10	i	58	0.9	1.6	6.3	nt	nt	-4%	4.3	937	1.1	-2	731
COC(=O)c1cn(-c2ccccc2)c(=O)c2ccccc12	-2%	i	6	i	42	4.1	3.2	7.7	0.05	1035	4%	1.7	1051	1.1	nt	nt
c1ccc2oc(-c3csc(NCC4CCCO4)n3)cc2c1 (stereo not given)	11%	i	3	i	3	2.7	2.3	2.8	-1.8	1380	12%	-1.9	1161	1	6	722
COc1ccc(S(=O)(=O)N2CCOCC2)cc1OC	-10%	i	-4	i	56	3.6	2.2	4.3	0.12	1296	-13%	0.1	510	1.1	0	693
Cc1ccc(OC(C)C(=O)Nc2ccc(S(=O)(=O)Nc3cc(C)on3)cc2)cc1 (stereo not given)	7%	i	2	i	44	3.7	1.5	7.9	nt	nt	8%	nt	nt	1	26	792
CCOC(=O)CNC(=O)CNC(=O)c1ccc(OCC(C)C)cc1	-4%	i	4	i	46	4.1	3.1	6.6	-0.68	833	-3%	-7.5	992	1.1	nt	nt
COc1ccc(S(=O)(=O)NCC2CCCN(C(=O)CN3CCCCC3)C2)cc1 (stereo not given)	5%	i	-15	i	27	3.6	1.3	5.8	0.45	1374	6%	-1.7	1022	1.1	-16	608
O=C(NCCc1nc2ccccc2[nH]1)c1ccc(F)cc1	15%	i	3	i	14	1.9	1.7	3.0	0.02	1319	9%	nt	nt	1.1	20	684
Cc1cc(=O)oc2cc(OC(=O)c3nn(C(C)C)c(=O)c4ccccc34)ccc12	-14%	i	-3	i	50	4.2	2.9	0.0	nt	nt	-25%	2.5	570	1	2	574
Cc1cccc(NC(=O)Cn2nnc(-c3ccc(CN4CCCC4)cc3)n2)c1C	-2%	i	-9	i	13	1.6	1.7	11	-0.95	1283	0%	0.2	1142	1.1	nt	nt
COc1ccc(-c2c(C)nn3c(N4CCC(C(=O)N5CCCCC5)CC4)cc(C)nc23)cc1OC	nt	nt	nt	i	33	nt	nt	nt	0.83	939	nt	-0.7	1165	nt	6	684
CN(C)C(CNC(=O)CCOc1ccccc1)c1ccco1 (stereo not given)	9%	i	1	i	27	1.5	2.7	4.9	-0.17	1230	27%	-2.7	1171	1.1	13	678
Cc1cc(C#N)c(SCC(N)=O)nc1-c1ccc(F)cc1	-10%	i	3	i	1	2.1	2.4	6.1	nt	nt	-12%	-0.5	1028	1.1	5	737
CCOc1ccc(N(C(C)=O)C2C=CS(=O)(=O)C2)cc1 (stereo not given)	15%	i	-12	i	47	3.5	2.7	11	0.32	1868	12%	0.3	1084	1.1	-25	709
Cc1occc1-c1nnc(SCC(=O)Nc2nc(C(C)(C)C)cs2)o1	11%	i	7	i	25	1.3	1.7	7.7	1.3	825	11%	7.3	1118	1	37	702
CC(C)COC(=O)n1c(SCC(N)=O)nc2ccccc21	nt	nt	nt	i	31	nt	nt	nt	-0.02	1399	nt	-1.2	1029	nt	9	770
Cc1ccc(/C=N/NC(=O)CSc2nnc(-c3ccc(Cl)cc3)n2-c2ccc(Cl)cc2)o1	1%	i	11	i	43	4.7	1.2	5.9	0.2	1164	4%	1.1	879	1.1	-8	598
O=C(Nc1ccncc1)c1ccc2c(c1)OCCO2	6%	i	-27	i	17	4.0	3.3	6.5	0.24	884	6%	-0.8	776	1.1	nt	nt
CC1CN(C2CCCCC2)c2nc3c(c(=O)[nH]c(=O)n3C)n2C1 (stereo not given)	9%	i	1	i	54	1.9	2.8	8.4	0.5	1813	9%	-1.2	1043	1.1	-13	575
CSc1nc(N)nc(SCC(=O)Nc2cccc(F)c2)c1C#N	12%	i	-10	i	42	2.7	2.9	6.2	-0.64	1455	-1%	1.0	1061	1.1	24	695

Not a hit list; overall some 2.9% were active at least once.
